# CBFb RUNX1 block: inhibitors of human CBF-beta and RUNX1 interaction; AlphaScreen CBFb-His/RUNX1-biotin binding, biochemical; Potency, µM (highest dose often 59.8 µM), without a hit: at the top dose activity, negative = inhibition, usual class: inhibitors; 230,000 tested, under 10 active; AID 1477; also: % of control where 0% means no effect
# Target sequence (Q01196 whole entry, looked up): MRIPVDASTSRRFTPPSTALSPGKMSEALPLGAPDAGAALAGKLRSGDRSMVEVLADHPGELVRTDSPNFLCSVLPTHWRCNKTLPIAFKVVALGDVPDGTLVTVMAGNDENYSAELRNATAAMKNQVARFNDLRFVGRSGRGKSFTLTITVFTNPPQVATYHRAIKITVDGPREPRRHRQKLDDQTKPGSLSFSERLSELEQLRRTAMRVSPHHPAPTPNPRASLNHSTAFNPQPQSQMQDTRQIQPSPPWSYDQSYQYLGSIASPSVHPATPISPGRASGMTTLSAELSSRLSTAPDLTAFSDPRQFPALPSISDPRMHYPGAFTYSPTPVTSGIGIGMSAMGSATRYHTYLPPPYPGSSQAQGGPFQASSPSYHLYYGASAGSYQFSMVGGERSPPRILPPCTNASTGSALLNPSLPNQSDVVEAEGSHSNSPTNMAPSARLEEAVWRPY
# Target sequence (Q13951 whole entry, looked up): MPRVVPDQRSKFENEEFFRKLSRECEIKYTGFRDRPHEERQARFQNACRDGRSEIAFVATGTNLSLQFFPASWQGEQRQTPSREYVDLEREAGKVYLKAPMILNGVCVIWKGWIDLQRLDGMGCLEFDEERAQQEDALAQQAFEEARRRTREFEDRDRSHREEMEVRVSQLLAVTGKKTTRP
#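 Room-temperature protein-protein interaction test with 30 nM each of His-tagged CBF-beta and biotinylated RUNX1, 15 min with compound, then 90 min with nickel plus streptavidin beads. Signal read in AlphaScreen mode.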
# NPSR antagonist: blocks cAMP signaling of the human neuropeptide S receptor; Q6W5P4; CHO-NPSR cells, cAMP TR-FRET, antagonist mode; Potency, µM (doses to about 38.3 µM), inactives show top-dose activity change, negative = inhibition, usual class: inhibitors; actives 1% (n = 220,000); also: potency is read from the fitted curve at half-maximal effect; % is scaled to controls: 0 for no effect and ±100 for the full control effect; nearly all actives have a fitted effect of over 50% in size; many of its hits are not listed in these tables
# Target sequence (Q6W5P4 whole entry, looked up): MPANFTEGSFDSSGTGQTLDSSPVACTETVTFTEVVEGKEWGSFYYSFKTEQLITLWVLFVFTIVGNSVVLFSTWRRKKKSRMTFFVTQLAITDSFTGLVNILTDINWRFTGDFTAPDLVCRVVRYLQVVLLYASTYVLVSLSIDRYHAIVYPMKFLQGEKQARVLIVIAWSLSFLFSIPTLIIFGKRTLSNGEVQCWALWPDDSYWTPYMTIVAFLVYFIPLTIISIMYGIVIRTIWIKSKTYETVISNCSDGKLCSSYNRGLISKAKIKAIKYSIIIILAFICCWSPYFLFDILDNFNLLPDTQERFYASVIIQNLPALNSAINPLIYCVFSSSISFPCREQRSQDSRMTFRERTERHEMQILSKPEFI
# Luc counter: counter-screen: inhibitors of Kinase-Glo firefly luciferase; Q27757; Kinase-Glo luciferase, ATP luminescence, 8 min; Potency, µM (top dose mostly 38.3 µM), for the others: at the top dose activity change, negative = inhibition, usual class: inhibitors; actives 0.28% (n = 200,000); AID 1379; also: potency is read from the fitted curve at half-maximal effect; % is scaled to controls: 0 for no effect and ±100 for the full control effect; nearly all actives have a fitted effect of over 60% in size
#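 Luminescence was the read-out, taken after 8-minute incubation at ambient temperature. Luciferase turned over luciferin with 10 uM ATP in imidazole pH 7.2 buffer containing KCl, MgCl2, Tween 20 and BSA.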
# HttQ103 aggreg: inhibitors of mutant huntingtin aggregate formation in PC12 cells; PC12 HttQ103-GFP aggregates, Acumen cytometry, 40 h; Potency, µM (top dose mostly 46.1 µM), without a hit: top-dose activity change, negative = inhibition, actives largely listed as inhibitors; actives 1.1% (n = 220,000); also: potency is read from the fitted curve at half-maximal effect; % is scaled to controls: 0 for no effect and ±100 for the full control effect; nearly all actives have a fitted effect of over 60% in size
#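 Multiplexed with ATP-based cell death, this channel scores GFP aggregates in PC12 cells expressing inducible HTTex1-Q103-GFP. Induction used 100 nM tebufenozide; compounds were tested in concentration series.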
# IMPase Li cell: membrane-permeable IMPase blocker, potentiated with lithium; CHO-M1 cells, IP1 TR-FRET (IP-One), carbachol + lithium; Potency, µM (doses to about 59.4 µM), inactives show top-dose activity, negative = IMPase inhibition, actives largely listed as inhibitors; AID 1457; actives 0.35% (n = 210,000);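 also: IP1 builds up when IMPase is blocked and the TR-FRET signal falls; potency is read from the fitted curve at half-maximal effect; plate controls were basal vehicle for no effect and high inhibitor control for full effect; nearly all actives have a fitted effect of over 50% in size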
#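 CHO cells stably expressing M1 receptor (2000/well) were cultured 16–30 h, then exposed to compounds with a small lithium addition for 30 min at 37C. IP1 was measured by TR-FRET competition; AC50 from Hill fits.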
# Epigenetic reg: derepresses silenced GFP reporter in murine cells; Potency, µM (titrated, usually from 53.9 µM), inactives show at the top dose GFP activation, most hits filed as activators; murine LDR cells, GFP reporter derepression, 30 h; actives 0.2% (n = 280,000); also: potency is read from the fitted curve at half-maximal effect; % of control where 0% means no effect; nearly all actives have a fitted effect of over 60% in size
#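 Reporter derepression read as number of fluorescent GFP-positive objects, 20-120 um in size, counted by laser-scanning cytometer. Mouse LDR line with an epigenetically silenced CMV-GFP locus; compound incubation 30 h, 37 C.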
# L3MBTL1 block: blocks human L3MBTL1 | Q9Y468 | AlphaScreen L3MBTL1–H3K9me1 peptide binding | Potency, µM (doses to about 57.1 µM), without a hit: at the highest dose activity, negative = inhibition, usual class: inhibitors | actives 0.66% (n = 230,000); also: potency is read from the fitted curve at half-maximal effect; % is scaled to controls: 0 for no effect and ±100 for the full control effect; nearly all actives have a fitted effect of over 60% in size
#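 First, the protein-peptide complex forms for 30 min at room temperature (L3MBTL1 50 nM, biotinylated H3K9me1 peptide 75 nM). Next, compounds are pin-transferred and incubated 30 min. Finally, AlphaScreen beads are added and read after 30 min.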
# An asterisk follows results filed as active; ? = inconclusive; / = no result given; & = joins results of further samples; [ ] = dose if it differs, or a comment. Calls follow the shape of the dose curve; as a rule, active = well fitted curve in the direction sought with a large enough effect; inconclusive = small, poorly fitted or top-dose-only effect, or another doubt; inactive = no such curve, though single readings can be large; an effect the other way counts as inactive or inconclusive. Not all compounds are listed; rates above refer to the full screens.
SMILES,CBFb RUNX1 block,NPSR antagonist,Luc counter,HttQ103 aggreg,IMPase Li cell,Epigenetic reg,L3MBTL1 block
CCCCNC(=O)CN1C(=O)NC2NC(=O)NC21 (stereo unspecified),-1%,-6%[46.1 µM],-1%,-9%,-1%[38.3 µM],0.2%,/
CC1CCCC(NCC(O)COC(c2ccc(F)cc2)c2ccc(F)cc2)C1C (stereo unspecified),7%,-58%,5%,-21%,2%,12%,12%
O=C(CN1CCOCC1)Nc1nc(-c2ccc3c(c2)CCN3S(=O)(=O)c2ccccc2)cs1,-24%,-20%[46.1 µM],-1%,?,36%[activator][38.3 µM],-1.0%,/
NNC(=O)c1nnn(-c2nonc2N)c1CN1CCc2ccccc2C1,-17%,3%,2%,9%,-4%,7.9%,-17%
COC/C=C/C1=CC2=CC(=O)C(C)(OC(=O)c3cnc4ccccc4n3)C(=O)C2=CN1CC1CC1 (stereo unspecified),3%[13.1 µM],/,-2%[7.66 µM],/,6%,/,/
CC(=O)COc1ccccc1OC(=O)c1ccco1,6%,-3%[46.1 µM],2%,-32%[1.84 µM],23%[38.3 µM],3.1%,/
O=C(NCCc1c[nH]c2ccccc12)/C(=C\c1cccnc1)NC(=O)c1ccccc1F,1%,-12%,/,2%[9.22 µM],/,0.0%,-4%
CC(C)c1nc2sc3c(NCc4ccccc4)ncnc3c2c2c1COC(C)(C)C2,1%,-13%[46.1 µM],-4%,-19%,-5%[38.3 µM],-1.2%,/
Cn1cnc2c1c(=O)[nH]c(=O)n2C,1%,8%,-6%,-13%[9.22 µM],6%&-6%&-3%&0%,1.1%,/
O=C(NCC1OCCc2ccccc21)c1ccco1 (stereo unspecified),5%,-1%[46.1 µM],-5%,12%,27%[38.3 µM],0.9%,22%[11.4 µM]
COc1ccc(/C=N/NC(=O)Nc2cccc3nsnc23)c(OC)c1,?,-18%[46.1 µM],6%,15%,?,?,8%
Cc1ccc(C(=O)OCC(=O)NCc2cccs2)cc1C,7%,9%,0%,-7%,-7%,-2.6%,9%
CCOC(=O)CN(C(=O)Cn1nnc2ccccc21)C(C(=O)NCCOC)c1ccccc1 (stereo unspecified),-4%,5%[46.1 µM],-4%,-3%,-13%[38.3 µM],-1.0%,0%
Cc1ccccc1Nc1nc(CSc2nnnn2-c2ccccc2)cs1,-7%,-17%[46.1 µM],15%,-21%,9%[38.3 µM],-0.2%,/
COc1cccc(-c2nnc(SCC3CNC(=O)O3)n2-c2ccc(Cl)cc2)c1 (stereo unspecified),-3%,-25%[46.1 µM],/,2%,/,0.0%,-7%
CC(C)C(=O)N1CCN(c2ccc(NC(=O)c3cccs3)cc2)CC1,-1%,?,5%,-18%,11%,-0.8%,-11%
COc1cccc(NC(=O)C2CCN(S(C)(=O)=O)CC2)c1,6%,8%[46.1 µM],-1%,-19%,16%[38.3 µM],2.5%,1%
Cc1ccc(C(=O)n2c(-c3ccccc3)cnc2SCC(=O)Nc2ccc(C)cc2C)cc1,-7%,-11%,4%,-18%,9%,-1.8%,-8%
O=C(O)/C=C/C(=O)c1ccc(O)cc1,-3%,-15%,/,-1%[9.22 µM],/,4.8%,0%
CCCc1nc(NC(C)=O)c(C#N)c(-c2ccco2)c1CC,5%,8%[7.67 µM],-2%,2%,-4%[38.3 µM],0.4%,1%
CCOc1ccccc1NC(=O)Cn1cnc2c(nnn2-c2cccc(OC)c2)c1=O,-5%,-7%[46.1 µM],1%,-16%,6%,4.0%,-14%
Cc1[nH]cnc1CSCc1ccc(F)cc1,11%,24%,-1%,-3%,8%,-1.5%,-6%
COc1ccccc1S(=O)(=O)Cc1ccc(C(=O)N2CCN(c3ccc(C)cc3)C(C)C2)o1 (stereo unspecified),-5%,-21%[46.1 µM],-4%,-24%,37%[activator][38.3 µM],0.8%,-14%
Cc1ccc(-n2nccc2-c2nn(-c3cccc(C(F)(F)F)c3)c(=O)n(C)c2=O)cc1,12%,-32%,-1%,-8%,-28%,-1.5%,9%
CCn1c(=O)c(C(=O)NNS(=O)(=O)c2ccc(Br)cc2)c(O)c2ccccc21,-10%,-9%,1%,/,13%,3.2%,5%
COc1ccc(C(=O)NCCc2nnc(SCC(=O)Nc3ccccc3)n2C)cc1,8%,-3%[46.1 µM],5%,-1%,5%,-5.8%,6%
O=[N+]([O-])c1ccc(-c2cn3nc(-c4ccccc4)c(-c4ccccc4)nc3n2)cc1,7%,3%,/,-5%[9.22 µM],/,-1.2%,3%
O=C(CSc1nnc2ncccn12)N1CCCCCC1,4%,1%[46.1 µM],-1%,0.56µM*,18%[38.3 µM],-1.0%,-1%
Cc1nc(CN2CCC(c3ccccc3)CC2)cc(=O)[nH]1,3%,10%,-1%,6%,4%,1.1%,1%
COc1ccc2c(c1)CCc1c(C(=O)Nc3c(C)nn(Cc4ccccc4)c3C)noc1-2,-1%,?,-4%,-21%,47%[activator][38.3 µM],-1.8%&1.7%,/
COCCN(C(=O)Nc1ccccc1)c1ccccc1,6%,-4%[46.1 µM],-3%,12%,14%[38.3 µM],6.4%,/
COc1ccc(C)cc1NC(=O)COC(C)=O,16%,-6%[46.1 µM],-2%,8%,6%[38.3 µM],0.7%,/
Oc1ccc(N=Nc2ccc3c(c2)OCCO3)c2ncccc12,/,9%,/,-29%[9.22 µM],/,-0.2%,?
COc1ccc(/C=C2\SC(=S)N(CCCC(=O)Nc3ccc(O)cc3)C2=O)cc1,?,-30%,/,32%[9.22 µM],/,-1.0%,-29%
Cc1cccc(CSc2ncnc3ccccc23)c1,2%,-36%,1%,-26%,-7%,1.2%,33%[activator]
O=C(N/N=C/c1nn(-c2ccccc2)cc1-c1ccccc1)c1ccncc1,-10%,-17%,-2%,?,5%,0.4%,-6%
CC(=O)NS(=O)(=O)c1ccc(NC(=O)CCc2ccccc2)cc1,3%,19%,3%,-9%,-7%,1.6%,42%[activator]
Cc1cc(N2CCCC2=O)cc(C)c1S(=O)(=O)Nc1c(C)nn(C)c1C,-6%,7%,0%,-8%,4%,0.0%,-9%
O=C(CCC(=O)Nc1ccc(Cl)cc1Cl)NNC(=O)[C@@H]1CCCC[C@@H]1C(=O)O,5%,11%,-1%,3%,-6%,-5.0%,7%
CC(CCc1ccccc1)NC(=O)C1CCN(S(=O)(=O)N2CCOCC2)CC1 (stereo unspecified),-1%,17%,2%,?,0%,0.3%,-3%
COc1ccc(-c2cc(CNS(=O)(=O)c3ccc(F)cc3)on2)cc1,-7%,-14%,2%,-20%,-1%,2.6%,4%
O=C(NCc1ccco1)c1ccc(COCC(F)(F)C(F)F)cc1,4%,-3%[46.1 µM],-5%,21%,-13%[38.3 µM],-0.2%,-7%
COc1cccc(NC(=O)COC(=O)c2c(F)cccc2F)c1,-2%,8%,0%,5%,5%,2.2%,-3%
O=C(COC(=O)CCC(=O)c1cccs1)Nc1cccc(S(=O)(=O)N2CCOCC2)c1,13%,-7%[46.1 µM],-2%,6%,-14%[38.3 µM],-0.9%,-7%
CC(=O)N1N=C(c2ccccc2O)OC1(C)CC(=O)Nc1ccccc1 (stereo unspecified),0%,8%,-1%,5%,14%,-1.1%,37%[activator]
COc1ccc(Sc2ccccc2CN(C)C)cc1OC,7%,4%[46.1 µM],3%,0%,8%[38.3 µM],-1.7%,-6%
CN(C1CCCCC1)S(=O)(=O)c1ccc(Cl)c(C(=O)O)c1,4%,-6%[46.1 µM],-2%,1%[9.22 µM],-3%[38.3 µM],-1.6%,15%
O=C(CN1C(=O)C2CC=CCC2C1=O)NCc1ccc2c(c1)OCO2 (stereo unspecified),5%,-6%[46.1 µM],/,4%,/,1.0%,12%
Nc1cc(C(=O)OCC(=O)NC(c2ccccc2)c2ccccc2)ccc1Cl,-1%,-1%,-2%,6%,-13%,-1.5%,-5%
O=C(Nc1ccccc1)C1=C[C@H](C2CCCCC2)C[C@H](OCc2ccc(CO)cc2)O1,12%,?,/,-5%[9.22 µM],1%,0.0%,-6%
O=C(Cn1cnc2ccccc2c1=O)c1ccc(Cl)cc1,7%,5%,0%,8%[9.22 µM],-6%,-6.5%,-1%
CC1CCCN(S(=O)(=O)c2cccc(-c3cn4cccnc4n3)c2)C1 (stereo unspecified),7%,-5%[46.1 µM],-4%,8%,1%[38.3 µM],-2.0%,-6%
CC(O)CNCc1ccc(Cl)cc1Cl (stereo unspecified),0%,10%,-1%,1%,6%,-1.3%,8%

# Some of the entries above in another layout:
SMILES | CBFb RUNX1 block | NPSR antagonist | Luc counter | HttQ103 aggreg | IMPase Li cell | Epigenetic reg | L3MBTL1 block
O=C(NCc1ccco1)c1ccc(COCC(F)(F)C(F)F)cc1 | 4% | -3%[46.1 µM] | -5% | 21% | -13%[38.3 µM] | -0.2% | -7%
COc1cccc(NC(=O)COC(=O)c2c(F)cccc2F)c1 | -2% | 8% | 0% | 5% | 5% | 2.2% | -3%
O=C(COC(=O)CCC(=O)c1cccs1)Nc1cccc(S(=O)(=O)N2CCOCC2)c1 | 13% | -7%[46.1 µM] | -2% | 6% | -14%[38.3 µM] | -0.9% | -7%
CC(=O)N1N=C(c2ccccc2O)OC1(C)CC(=O)Nc1ccccc1 (stereo unspecified) | 0% | 8% | -1% | 5% | 14% | -1.1% | 37%[activator]
COc1ccc(Sc2ccccc2CN(C)C)cc1OC | 7% | 4%[46.1 µM] | 3% | 0% | 8%[38.3 µM] | -1.7% | -6%
CN(C1CCCCC1)S(=O)(=O)c1ccc(Cl)c(C(=O)O)c1 | 4% | -6%[46.1 µM] | -2% | 1%[9.22 µM] | -3%[38.3 µM] | -1.6% | 15%
O=C(CN1C(=O)C2CC=CCC2C1=O)NCc1ccc2c(c1)OCO2 (stereo unspecified) | 5% | -6%[46.1 µM] | / | 4% | / | 1.0% | 12%
Nc1cc(C(=O)OCC(=O)NC(c2ccccc2)c2ccccc2)ccc1Cl | -1% | -1% | -2% | 6% | -13% | -1.5% | -5%
O=C(Nc1ccccc1)C1=C[C@H](C2CCCCC2)C[C@H](OCc2ccc(CO)cc2)O1 | 12% | ? | / | -5%[9.22 µM] | 1% | 0.0% | -6%
O=C(Cn1cnc2ccccc2c1=O)c1ccc(Cl)cc1 | 7% | 5% | 0% | 8%[9.22 µM] | -6% | -6.5% | -1%
CC1CCCN(S(=O)(=O)c2cccc(-c3cn4cccnc4n3)c2)C1 (stereo unspecified) | 7% | -5%[46.1 µM] | -4% | 8% | 1%[38.3 µM] | -2.0% | -6%
CC(O)CNCc1ccc(Cl)cc1Cl (stereo unspecified) | 0% | 10% | -1% | 1% | 6% | -1.3% | 8%

# Source: PubChem (National Center for Advancing Translational Sciences (NCATS))
